# Source: PubChem (National Center for Advancing Translational Sciences (NCATS))
# aSyn yeast rescue: alpha-synuclein toxicity suppression in yeast; S. cerevisiae alpha-synuclein toxicity rescue, BacTiter-Glo growth, 24 h; Potency, µM (doses to about 46.1 µM), for the others: at the top dose growth rescue (activation), usual class: activators; 0.02% of 94,000 active; AID 1347070; active means well fitted activation curve with a large enough effect; inconclusive means small, poorly fitted or top-dose-only effect; further: 0% is about no effect
#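 Growth restoration measured by BacTiter-Glo luminescence after 24 hr at 30 deg C; alpha-synuclein yeast, raffinose-pregrown to mid-log, were added at OD600=0.02 in galactose medium onto pinned compounds.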
# Starred values were filed as active, the others as inactive; ? = inconclusive; & = joins results of further samples; [ ] = remark or other dose. Potency means the concentration at half of the fitted maximal effect. Not all compounds are listed (hit frequency here may not be typical).
SMILES,aSyn yeast rescue
C=CC(=O)NCC1OCCc2ccccc21 (configuration not stated),-20.6%
Cc1cccc(CC(=O)NCCn2c(C)cc3ccccc32)c1,3.2%
COC(=O)c1c(SC)nc2ccccc2c1OCc1ccc(Cl)cc1,8.1%
COc1ccc(C2C(C#N)=C(N)N(c3ncn[nH]3)C3=C2C(=O)CCC3)cc1 (configuration not stated),-0.8%
CC(C)N(C(=S)Nc1cccc(S(=O)(=O)N(C)C)c1)c1ccccc1,-7.4%
CCC12CC3CC(C1)CC(C(=O)NNC(N)=O)(C3)C2,0.1%
CC(C)COc1ccc(C(=O)N2CCCCC2CCN2CCCCC2)cc1 (configuration not stated),4.0%
CCc1ccccc1NC(=O)c1cnn2c(C(F)(F)F)cc(-c3ccc(OC)c(OC)c3)nc12,-5.7%
COc1ccc(CC(=O)NC(=S)Nc2cccc(C)c2)cc1,1.7%
COc1ccc(C2c3c(n(C)c4ccccc34)C(=O)N2CC(=O)Nc2ccc(C)cc2Cl)cc1 (configuration not stated),19.7%
COc1ccccc1-c1cc(C(=O)N2CCN(c3ccccc3)CC2)no1,0.0%&8.4%
Oc1ccc(-c2csc(Nc3ncccn3)n2)cc1O,6.0%
COc1ccc(CCNC(=O)CN2C(=O)COc3ccc(S(=O)(=O)N4CCCC4)cc32)cc1OC,4.0%
O=C(CN1C(=O)C(c2ccc(F)cc2)=NC12CCCCCC2)Nc1ccc(F)c(Cl)c1,-22.5%
CC(C)CCN(C(=O)CCCSc1nc2ccccc2[nH]1)c1c(N)n(Cc2ccccc2)c(=O)[nH]c1=O,8.4%
Cc1c(NC(=O)Nc2ccc(F)c(Cl)c2)c(=O)n(-c2ccccc2)n1C,4.7%
CC(Oc1ccccc1)c1nnc(N)s1 (configuration not stated),6.6%
COc1ccc(CN2C(=O)c3ccccc3C2C(=O)NCCc2ccccc2)c(OC)c1 (configuration not stated),4.2%&3.0%
COc1ccc(OC)c(NC(=O)CSC2=Nc3ccccc3C3=NC(CC(=O)NCc4ccco4)C(=O)N23)c1 (configuration not stated),?
Cc1c(Cl)cccc1NC(=O)CCS(=O)(=O)c1ccc2c(c1)CC(C)N2C(=O)C1CC1 (configuration not stated),2.3%
O=C(Nc1cccc(C(=O)OCc2cc(=O)n3nc(C4CC4)sc3n2)c1)c1ccccc1,-16.4%
O=C(CCC(=O)c1cccs1)NNC(=O)c1cccc(Cl)c1,-9.1%
Cc1ccc(NC(=O)C2CC(=O)Nc3nc4ccccc4n32)c(C)c1 (configuration not stated),-46.9%[inhibitor]
CCn1ncc([C@@H]2C[C@H]3CN(Cc4cccc(Cl)c4)C(=O)[C@]34CCCN24)c1C,2.5%
Cc1ccccc1NC(=O)C(=O)NCCc1c[nH]c2ccccc12,1.4%
SMILES,aSyn yeast rescue
Cc1ccc2c(C)c(C(=O)NCc3ccc(S(N)(=O)=O)cc3)oc2c1,-13.3%
CCC(C)NC(=O)Cn1c(=O)c2cccn2c2ccc(F)cc21 (configuration not stated),-2.1%
CN(Cc1ccc(F)cc1)S(=O)(=O)c1nnc(NC(=O)c2ccccc2Br)s1,-11.8%
Cc1ccc(-c2nc3c(c(SCC(=O)N4CCCCC4)n2)Cc2cc(C)ccc2O3)cc1,0.0%
O=C(O)CN1C(=O)C(=O)N(Cc2ccccc2F)C1=O,0.0%
Cc1cccc(NCC(=O)N/N=C\c2cccn2C)c1,-7.0%
CN1CCN(S(=O)(=O)c2ccc(Oc3ccc(Br)cc3F)nc2)CC1,-2.3%
N=c1c2c(n(Cc3ccc([N+](=O)[O-])cc3)c3c1CCC3)CCCC2,7.7%
CCc1cccc(C)c1NC(=O)CSc1nc2ccccc2nc1N1CCOCC1,-14.6%
COc1cccc2sc(N3CCN(C(=O)c4ccco4)CC3)nc12,-0.9%
CCCC(CCC)C(=O)Nc1nnc2n1CCS2,1.1%
CCOC(=O)c1cc(C#N)c(N2CCN(C(=O)c3ccccc3)CC2)nc1C(F)(F)F,4.5%
CCOc1ccc(C2C(C(=O)Nc3ccccc3)=C(C)N=c3s/c(=C/c4cccc(OCC(=O)O)c4)c(=O)n32)cc1 (configuration not stated),-6.0%
CCc1ccc(Nc2nnc(-n3nc(C)cc3C)c3ccccc23)cc1,-14.2%
CC(=O)c1ccc(NCC2COc3ccccc3O2)c([N+](=O)[O-])c1 (configuration not stated),6.8%
Cc1cccc(-n2c(CNC(=O)Cc3ccccc3)n[nH]c2=S)c1,-12.0%
CC(=O)c1cccc(NC(=O)Cn2ccn3nc(-c4ccccc4)cc3c2=O)c1,-1.0%
O=C(Cn1nc(C(F)(F)F)c2c1CCC2)Nc1ccc(Cl)cc1,6.6%
COc1ccc(N2CCN(C(=O)C3CCN(S(=O)(=O)c4cn(C)cn4)CC3)CC2)cc1,-1.4%
Cc1cccc(-c2noc(CCCC(=O)NCc3ccco3)n2)c1,20.6%
C=Cc1ccc(Cn2c(C(=O)O)c(CNC3CCCCC3)c3ccc(OC)cc32)cc1,2.6%
O=C(COC(=O)c1cccc(F)c1)Nc1cccc(S(=O)(=O)N2CCOCC2)c1,-3.1%
COc1ccc(NC(=O)CSc2nc3ccccc3nc2N2CCCC2)c(OC)c1,2.5%
Cc1c(Cl)cccc1NS(=O)(=O)c1ccc2c(c1)C1C=CCC1C(c1ccc(C(=O)O)cc1)N2 (configuration not stated),4.8%
CCCc1ccc(OCc2ccc(C(=O)N3CCCC3)o2)cc1,-33.7%[inhibitor]
SMILES,aSyn yeast rescue
COc1ccncc1-c1ccccc1C1=CC(=O)CC(C)(C)C1=O,7.3%
C[C@H]1CN([C@@H](C)CO)C(=O)c2cc(-c3cccnc3)cnc2O[C@H]1CN(C)Cc1ccc(Oc2ccccc2)cc1,2.4%
CNC(=O)CCCN1C(=O)c2cccnc2Sc2ccccc21,3.6%
Cc1cc(C)nc(SCC(=O)N(C)CC(=O)Nc2c(Cl)cccc2Cl)n1,-3.7%
CC(OC(=O)CNC(=O)c1ccc(Cl)c([N+](=O)[O-])c1)C(=O)NCc1ccco1 (configuration not stated),7.7%
CS(=O)(=O)NCCCCNc1ccc(C(F)(F)F)cc1[N+](=O)[O-],1.2%
OC(c1cc(-c2ccc(C(F)(F)F)cc2)nc(C(F)(F)F)c1)C1CCCCN1 (configuration not stated),-8.9%
O=C(COc1ccc(Cl)cc1)OCc1cc(=O)n2nc(C3CCCCC3)sc2n1,0.0%
Cc1[nH]n(-c2ccccc2)c(=O)c1C(C[N+](=O)[O-])c1ccc(Cl)cc1 (configuration not stated),-0.1%
O=C(Nc1cccnc1)c1cc(-c2ccccc2O)on1,-7.6%
CC(C)n1nc(C(=O)Nc2nc3ccccc3[nH]2)c2ccccc2c1=O,1.0%
S=c1[nH]nc(CSCCOc2ccccc2)o1,-11.5%
O=C(c1ccc2c(c1)N(Cc1ccc(F)cc1)C(=O)c1ccccc1S2(=O)=O)N1CCN(Cc2ccccc2)CC1,1.2%
CCOC(=O)c1c(C)[nH]c(C)c1S(=O)(=O)NCC(=O)Nc1cccc(C(F)(F)F)c1,0.8%
CCN(CC)C(=O)C1=C(C)N(Cc2ccc(C(C)(C)C)cc2)C(=O)C(CC(=O)NCC2CCCCC2)C1 (configuration not stated),-7.4%
COc1cc(C)nc(NC(=S)N(C)C(=O)c2ccccc2)n1,-5.5%
CCN(CC)c1cc(C)c2cc(NC(=O)c3ccc(OC)c(OC)c3)ccc2n1,-1.8%
CCN(CC(=O)NCc1cccs1)C(=O)CCC(=O)c1ccc(C)cc1,-4.8%
O=c1cc(-c2ccccc2)n2c(SCc3ccccc3)nnc2[nH]1,1.4%
COc1ccccc1Cn1c(CNS(=O)(=O)c2cccc([N+](=O)[O-])c2)nc2cccnc21,7.5%
COc1ccc(/C=C/C(=O)NC(=S)NCc2ccccc2)cc1OC,19.6%
CC(NC(=S)Nc1cccc(F)c1)C(c1cccs1)N1CCOCC1 (configuration not stated),12.7%
CCC(C)C(NC(=O)c1ccccc1NC(=O)c1ccc(OC)cc1)C(=O)NCCCn1ccnc1 (configuration not stated),-4.2%
Cn1c(CCN2CCN(c3ccccn3)CC2)nc2cc(NS(=O)(=O)c3ccc(F)cc3)ccc21,-7.6%
CC(CNC(=O)c1ccco1)NC(=O)c1ccco1 (configuration not stated),6.5%

# Reformatted with each value named: three of the compounds above.
canonical_smiles: OC(c1cc(-c2ccc(C(F)(F)F)cc2)nc(C(F)(F)F)c1)C1CCCCN1 (configuration not stated)
  aSyn yeast rescue = -8.9%
canonical_smiles: O=C(COc1ccc(Cl)cc1)OCc1cc(=O)n2nc(C3CCCCC3)sc2n1
  aSyn yeast rescue = 0.0%
canonical_smiles: Cc1[nH]n(-c2ccccc2)c(=O)c1C(C[N+](=O)[O-])c1ccc(Cl)cc1 (configuration not stated)
  aSyn yeast rescue = -0.1%

# Remaining list, next part
SMILES,aSyn yeast rescue
COc1cc(OC)c(NC(=O)c2c(C)oc3ncnc(N4CCCCC4)c23)cc1Cl,0.7%
Cc1oc(-c2cccc(Cl)c2)nc1CS(=O)(=O)CC(=O)NC(C)CCc1ccccc1 (configuration not stated),?
COc1cccc(-n2c(SCC(=O)Nc3c(C)cc(C)cc3C)nc3c([nH]c4ccccc43)c2=O)c1,5.4%
O=C(COc1ccccc1Cl)NCCNC(=O)c1ccccn1,-1.9%
O=C(O)c1ccc(CSc2nnc(-c3ccccc3)n2-c2ccccc2)cc1,10.0%
CCCCN(CCCNC(=O)c1cc(Nc2cccc(SC)c2)nc2ccccc12)Cc1ccccc1,-21.5%
CC1CCN(CCCNC(=O)c2cc(Sc3ccc(F)cc3)nc3ccccc23)CC1,5.5%
Cc1ccccc1OCC(=O)Nc1ccc2c(c1)OCO2,-4.1%
CCOc1ccccc1N(CC)C(=O)c1ccc2c(=O)n3c(nc2c1)CCCCC3,0.0%
O=C(CN1CCCCC1)Nc1ccc(Br)cc1[N+](=O)[O-],-0.8%
Fc1ccc(NCc2ccccc2-c2nnc(-c3ccccc3Cl)o2)cc1,3.1%
COc1cc(OC)c(Nc2nc3ccc(C)cc3n3nnnc23)cc1Cl,-0.5%
Cc1ccc(S(=O)(=O)N2C[C@H]3C(=O)C[C@@H](c4cccc5ccccc45)N(S(=O)(=O)c4ccc(C)cc4)[C@H]3C[C@H]2c2ccc(Cl)cc2)cc1,0.6%
O=S(=O)(NCCCc1ccccc1)c1ccc(F)c(F)c1,7.9%
Oc1c(C(c2ccco2)N2CCN(C(c3ccccc3)c3ccccc3)CC2)sc2ncnn12 (configuration not stated),5.0%
CCC(Oc1ccc(F)cc1)C(=O)Nc1nc(-c2ccc(F)cc2)ns1 (configuration not stated),-57.4%[inhibitor]
O=C(O)c1cccc(N2C(=O)CSC2=S)c1,?
O=C(CCC1CCCC1)N1CCc2c([nH]c3ccccc23)C1c1ccc(Cl)cc1 (configuration not stated),18.2%
CCN(CC(=O)Nc1c(F)cccc1F)C(=O)CSCc1ccc(C)cc1,12.6%
COc1ccccc1CN1C2CCCC1CC(NC(=O)/C=C/c1ccccc1)C2 (configuration not stated),-13.7%
Cc1ccc(OCC(=O)Nc2ccc(S(=O)(=O)N3CCCC3)cc2)cc1,8.6%
O=C(NCc1ccc(F)cc1)C1CCC(CNc2c(N3CCOCC3)c(=O)c2=O)CC1 (configuration not stated),-8.7%
COCCCNC(=O)CCCn1c(=O)c2cccn2c2cccnc21,-10.3%
CCOc1ccc(NC(=O)Cn2cnc3nc4c(cc3c2=O)CCCC4)cc1,4.8%
CCOc1ccc(NC(=O)CN(C)C(=O)c2ccc(NC3CC3)c([N+](=O)[O-])c2)cc1OCC,0.1%

# Shown bar-delimited: 3 of the compounds above.
structure | aSyn yeast rescue
COc1ccc(NC(=O)CSc2nc3ccccc3nc2N2CCCC2)c(OC)c1 | 2.5%
Cc1c(Cl)cccc1NS(=O)(=O)c1ccc2c(c1)C1C=CCC1C(c1ccc(C(=O)O)cc1)N2 (configuration not stated) | 4.8%
CCCc1ccc(OCc2ccc(C(=O)N3CCCC3)o2)cc1 | -33.7%[inhibitor]

# Next results follow:
SMILES,aSyn yeast rescue
COc1ccc(-n2c(=O)c3c(c4cc(OC)ccc4n3C)n(Cc3ccc(F)cc3Cl)c2=O)cc1,-6.8%
O=S(=O)(c1ccc(Cl)cc1)c1nc(-c2ccccc2Br)oc1N1CCOCC1,6.4%
CC(C)(C)OC(=O)NCCc1onc(-c2ccc([N+](=O)[O-])cc2)c1C(=O)O,2.9%
Cc1cccc(-c2nc(CN3CCCC(C(=O)N4CCN(c5cc(Cl)ccc5C)CC4)C3)c(C)o2)c1 (configuration not stated),-8.2%
O=C(CCC(=O)N1CCN(c2ccccc2F)CC1)c1ccc(F)cc1,15.1%
COc1ccc(N2CCN(CCCn3cnc4c(SC)ncnc43)CC2)cc1,-4.7%
Cc1ccc(O)c(NC(=O)c2cc(-c3ccc(F)cc3)no2)c1,7.2%
CCCCN1C[C@H](CSC)[C@@H](CC(=O)Nc2ccc(Br)cc2)C1=O,1.4%
CCOC(=O)c1ccc(NC(=O)CN(c2ccc(C)cc2)S(=O)(=O)c2c(C)noc2C)cc1,22.6%
CCOC(=O)c1nc(Nc2ccc(OC)cc2)c2ccccc2n1,-11.5%
N#Cc1cc2c(nc1SCc1ccc(Cl)nc1)CCCCC2,3.3%
Cc1c(NC(=O)C(C)OC(=O)c2c3c(nc4ccccc24)CCC3)c(=O)n(-c2ccccc2)n1C (configuration not stated),3.5%
Cc1c(CCNC(=O)c2ccc(C(F)(F)F)cc2)sc2nc(-c3ccc(F)cc3)nn12,-12.8%
OC(CNCc1ccccc1Cl)COc1ccc(F)cc1 (configuration not stated),-3.4%
CC(=O)c1cccc(OCC(=O)N2CCCc3ccccc32)c1,7.0%

# Some of the entries so far, with tabs.
canonical_smiles	aSyn yeast rescue
OC(CNCc1ccccc1Cl)COc1ccc(F)cc1 (configuration not stated)	-3.4%
Cc1ccc(O)c(NC(=O)c2cc(-c3ccc(F)cc3)no2)c1	7.2%
CC(=O)c1cccc(OCC(=O)N2CCCc3ccccc32)c1	7.0%
CCOC(=O)c1nc(Nc2ccc(OC)cc2)c2ccccc2n1	-11.5%
